# T cell modulator: modulators of CD8 T cell-vesicle binding, primary screen, mouse 2C CD8+ T cells, flow cytometry. 330,000 compounds, 0.068% hits. 2C CD8+ T cell-vesicle binding; hits give low values. calls only at 7 µM. AID 2052, 2009;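 active = response, share of CD8 T cells binding vesicles, and their 90th percentile fluorescence all below set limits, cut at about 80% in these data, passing the limit was not always enough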
#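 Assay system: 2C TCR transgenic mouse naive CD8+ T cells, MACS-purified | Read-out: CD8+ gate FL2 mean fluorescence as % of same-row positive control | Signal: High-throughput flow cytometry with anti-B7-1 and anti-CD8 staining | Timing: Binding step 1.5 h, 37 °C, antibody labelling 20 min, ice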
# Dynein transport: inhibitors of GR-EGFP nuclear translocation, primary screen, dynein cargo transport inhibitor project, imaging, high-content, 3617.4 mouse cells. test concentration mostly 20 µM; stimulated with dexamethasone, 1 µM; hits give low values. z-score, hits read low. 220,000 compounds, 0.47% hits. AID 1381, 2008;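 active = plate z-score of nuclear minus cytoplasmic receptor signal below a set negative limit, without overly bright fluorescence or cell loss, cut at about -3.5 in these data, passing the limit was not always enough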;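 note: z-score of nuclear minus cytoplasmic ring GR-EGFP intensity difference per well; some compounds called inactive have numbers as strong as hits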
#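 Medium: Induction medium lacking tetracycline, stripped serum | Probe or stimulus: 1.0 µM final dexamethasone stimulus | Schedule: 48 h induction, then 1 h compound, then 30 min agonist, 37 °C | Signal: Automated 10x imaging of fixed Hoechst-stained cells | Evaluation: Per-cell GR-EGFP intensity, nucleus versus surrounding cytoplasmic ring, well-averaged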
# Myeloid diff MLP: induction of myeloid progenitor differentiation, primary screen, cell-based, flow cytometry, MLPCN library; ER-HoxA9 myeloid progenitors, lysozyme-GFP differentiation; calls only at 10 µM; 360,000 compounds, 1% hits;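 active = normalized GFP-positive differentiation at or above the plate's own cutoff, the solvent-only control mean plus 3 SD; inconclusive = no clear call, values can overlap the other calls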;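 note: cells exposed to compound for four days before flow analysis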
# Insulin prom up: insulin promoter activators in MIN6 cells, imaging, high-content screening, mouse beta cells; AID 1625, 2009; 190,000 compounds, 0.3% hits; z-score at 5 µM; MIN6 insulin promoter-GFP reporter; hits give high values;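 active = z-score above 3 at 5 µM with at least 500 cells counted in the well; inconclusive = wells under 500 cells, flagged as cytotoxic or low count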
# MT stabilizer: microtubule stabilizers in HeLa cells, primary screen, imaging, high-content imaging | HeLa tubulin immunostaining HCS, 24 h; share of cells brighter than vehicle mean+2SD | % tubulin-high responders, % at 10 µM | 200,000 compounds, 0.83% hits;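 active = plate Z-score above 3 for both tubulin-high and condensed-nucleus cell shares, with cell loss under 80%, at 10 µM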;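 note: anti alpha tubulin signal scored within the nucleus-defined area of each cell; some results filed as inactive read as strong as hits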
# TNAP activation fold: human TNAP enzyme activators, primary screen, biochemical, luminescent, no phosphate acceptor, uHTS (AID 1001) | Alkaline phosphatase, tissue-nonspecific isozyme (Homo sapiens) | purified TNAP, luminescent activation assay, no phosphate acceptor; higher activation fold means a stronger effect | activation fold at 20 µM; hits with a dose series show EC50 in µM | 200,000 compounds, 0.03% hits; in the data active = activation fold from about 3, or a potency from the dose series; inactive = the rest, 99 in 100 with activation fold below about 1.6; note: many of its hits are not listed in these tables
# human PMI inhibition: inhibitors of human PMI, primary screen, biochemical, fluorescence intensity, coupled assay (AID 1209); Mannose-6-phosphate isomerase (Homo sapiens); purified PMI enzyme, coupled fluorescence intensity; higher % means a stronger effect; inhibition, % at 20 µM; hits with a dose series show IC50 in µM; 190,000 compounds, 0.42% hits; in the data active = inhibition above about 50%;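 note: plate controls were DMSO vehicle for no effect and wells lacking substrate for full effect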
# Lipid droplet: inhibitors of hepatocyte lipid droplet formation, primary screen, imaging, high-throughput imaging, BODIPY stain; AML12 mouse hepatocytes, oleate lipid droplets; inhibition, % at 6.5 µM; 240,000 compounds, 0.4% hits;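 active = lipid droplet intensity inhibited by at least 50%, with more than 500 cells counted; inconclusive = wells with under 300 cells, treated as cytotoxic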
#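 Material: mouse AML12 hepatocyte cell line, fixed after treatment; Timing: compound with oleate, overnight; Technique: high-content imaging of BODIPY-stained droplets and DAPI nuclei; Probe or stimulus: oleate, 100 µM final; Dosing: compound at 6.5 µM only.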
# b-catenin transl: modulators of beta-catenin nuclear translocation, primary screen, imaging, HeLa cells, immunofluorescence, high-content. nuclear translocation activity, % at 5 µM. 190,000 compounds, 0.3% hits. AID 1665, 2009;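 active = nuclear translocation activity above 50% at 5 µM, with a well cell count of 50 or more; inconclusive = wells under 50 cells across six images, flagged as toxic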;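 note: per-cell ratio of nuclear to cytoplasmic median beta-catenin stain intensity; plate controls were DMSO negative control for no effect and GSK-3 inhibitor IX positive control for full effect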
#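 System: Human HeLa cells, endogenous beta-catenin | Compound dosing: 5 µM primary, 0.02–20 µM confirmation | Timing: 24 h compound exposure at 37°C, 5% CO2 | Measured by: Fluorescence imaging of beta-catenin antibody stain plus DAPI | Read-out basis: % activation of per-cell nuclear versus cytoplasmic median beta-catenin signal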
# Dynein transport cytoplasmic EGFP: recorded beside Dynein transport, whose call it bears; z-score; measured here: cytoplasmic GR-EGFP intensity; hits give high values
# Dynein transport nuclear GR-EGFP: recorded beside Dynein transport, whose call it bears; z-score; measured here: nuclear GR-EGFP intensity;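 lower value marks the stronger effect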
# Dynein transport cell count: further read-out of Dynein transport, marked with its call; z-score; measured here: cell count per field
# Insulin prom up cell count: further read-out of Insulin prom up, marked with its call; cell count; measured here: cytotoxicity, nuclei count;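 total cells summed across four imaged fields per well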
# Lipid droplet cells 6.5 µM: further read-out of Lipid droplet, marked with its call; cell count; measured here: cell count, cytotoxicity flag;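 cells counted across two imaged fields per well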
# b-catenin transl cell count 5 µM: further read-out of b-catenin transl, marked with its call; cell count; measured here: cell count, cytotoxicity flag
# T cell modulator vesicle-bound %: also measured in T cell modulator; calls as there; double positive events, %; measured here: CD8+ vesicle-bound cell fraction;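 binding gate set so that unloaded-vesicle control wells show 10% double positive cells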
# MT stabilizer Hoechst-high %: second read-out of MT stabilizer, no call of its own (marks repeat the call); % Hoechst-high responders; measured here: nuclear condensation Hoechst responders;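 share of cells brighter than vehicle mean plus two SD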
# MT stabilizer cytotoxicity %: recorded beside MT stabilizer, whose call it bears; toxicity, %; measured here: cytotoxicity by cell density;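 0% = mean cell density of plate MIN control wells and 100% = no cells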
# Myeloid diff MLP GFP+ MAC1+ %: recorded beside Myeloid diff MLP, whose call it bears; GFP+ MAC1+ double positive, %; measured here: differentiation confirmed by MAC1 staining
# The depositor's hits bear a star; i = inactive; ? = inconclusive; · = not tested or not shown; & = joins results of further samples. Not a hit list. Share with any hit: about 3%.
SMILES,T cell modulator,T cell modulator vesicle-bound %,Dynein transport,Dynein transport cytoplasmic EGFP,Dynein transport nuclear GR-EGFP,Dynein transport cell count,Myeloid diff MLP,Myeloid diff MLP GFP+ MAC1+ %,Insulin prom up,Insulin prom up cell count,MT stabilizer,MT stabilizer Hoechst-high %,MT stabilizer cytotoxicity %,TNAP activation fold,human PMI inhibition,Lipid droplet,Lipid droplet cells 6.5 µM,b-catenin transl,b-catenin transl cell count 5 µM
CSCc1nc2sc(C(=O)Nc3nc(C)cs3)c(C)c2c(=O)[nH]1,i,34,-0.72,-0.13,-0.49,0.069,i,0.6,0.3,1604,2.2,3.0,4.0,1,-60%,3,701,0.7,1013
OCCC1CN(Cc2ccc3nsnc3c2)CCN1C1CCCC1 (stereo not drawn),i,49,-0.22,-0.27,-0.31,0.8,i,0.3,-0.01,1344,2.7,1.7,0.5,1.1,1%,12,716,-2.8,961
CC(=O)Nc1ccc(S(=O)(=O)NCc2ccc(C(=O)NCc3ccc4c(c3)OCO4)cc2)cc1,i,38,-0.25,-0.38,0.01,-0.33,i,1.3,·,·,5.1,2.0,8.8,1,-5%,-7,726,3.8,1159
CCOC(=O)c1c(C)n(C)c2ccc(OCC(O)CN(CC)CC)cc12 (stereo not drawn),i,17,-0.2,-0.018,-0.013,-0.28,i,4.8,0.1,758,4.6,2.1,3.7,1.1,7%,·,·,·,·
CCN(CC)c1ncc(C)c(=O)[nH]1,i,34,0.32,-0.16,0.75,-0.37,i,1.7,-0.05,1714,4.4,2.0,4.5,1.2,16%,-12,635,-0.3,967
COc1ccc(C(=O)C[n+]2cc(-c3ccc(OC)cc3)n3c2CCCC3)cc1,i,61&8,-1.1&-0.55,-0.21&-0.19,-0.7&-0.25,0.41&0.028,i,0.5&1.5,?,·,2.1&4.5,1.7&1.8,0.5&3.9,1&1.1,-12%&4%,0&-40,636&688,0.3&-0.3,1081&1206
Cc1cnc(C(=O)OCC(=O)NC(C)C)cn1,i,26,0.26,-0.21,1,-0.34,i,11,-0.02,1435,2.2,1.5,8.6,0.9,-5%,·,·,-2.0,1277
Cc1ccc2nsnc2c1S(=O)(=O)N1CCN(CCc2ccccc2)CC1,i,35,0.082,-0.21,0.58,-0.73,i,0.7,·,·,2.7,2.0,7.0,1.1,3%,-1,678,·,·
Cc1cc(N2C(=O)C(=O)/C(=C(/O)c3ccc(F)cc3)C2c2ccc(Cl)cc2)no1 (stereo not drawn),i,29,-0.21,-0.23,0.17,-0.35,i,0.8,-1.5,1316,2.7,2.5,9.7,1.1,-7%,3,719,·,·
Cn1cccc1C(=O)NC(=O)COC(=O)c1ccccc1O,i,18,0.51,-0.2,0.32,-0.54,i,0.3,0.38,1057,4.8,2.9,6.2,1.1,9%,8,804,-8.2,1129
Cc1nnc(NC(=O)c2ccc(-c3cccc(C(F)(F)F)c3)o2)s1,i,40,-0.35,-0.29,-0.26,-0.16,i,1.2,-0.82,1200,1.4,1.6,26,1.1,-4%,-27,708,-0.2,1239
Cc1nc(SCC(=O)N2CC(C)OC(C)C2)nc(C)c1C (stereo not drawn),i,58,0.97,-0.23,0.76,-1.1,i,1.9,-0.06,1444,4.8,1.2,1.6,0.9,-5%,·,·,0.9,1377
O=C(Nc1ccccc1)N1CCC(C(=O)N(Cc2ccco2)Cc2cccs2)CC1,i,19,0.27,-0.22,0.23,0.42,i,1.3,0.8,1119,2.5,2.0,5.7,1.2,14%,·,·,-2.2,932
COc1cccc(N2C(=O)CC(NNC(=O)c3cccs3)C2=O)c1 (stereo not drawn),i,48,0.063,0.0089,-0.19,-0.2,i,2.5,0.13,1141,2.6,2.1,5.7,1.2,-7%,-11,592,1.5,893
COc1ccc(Cl)cc1-c1nc(SCC(=O)NC2CC2)n[nH]1,i,36,1.4,-0.32,0.23,-0.31,i,0.4,0.17,1155,7.1,1.3,12,0.7,12%,18,721,-1.9,1001
O=C(NCc1ccccc1)c1ccc(C2SCC(=O)N2Cc2ccccc2)cc1 (stereo not drawn),i,15,-0.58,-0.25,-0.49,1.4,i,1.4,·,·,3.2,2.1,5.9,1,5%,-33,730,4.7,954
CCC/C=C(\CCC)C(NC(=O)OCC(C)C)c1ccc(C(=O)OC)cc1 (stereo not drawn),·,·,0.37,-0.1,0.5,0.11,i,0.7,-0.3,1114,2.1,1.4,5.9,1.1,11%,-28,752,-0.9,539
CCOc1ccc(C2/C(=C(\O)c3c(C)[nH]c(C(=O)OC)c3C)C(=O)C(=O)N2CCN(C)C)cc1 (stereo not drawn),i,45,0.12,-0.34,-0.38,-0.19,i,13,·,·,2.5,2.6,8.7,0.9,-10%,·,·,·,·
COc1ccc(NC(=O)c2sc3cc(C(F)(F)F)cnc3c2-c2cccs2)cc1,i,55,-0.7,-0.21,-0.18,1.3,i,1.5,-0.11,822,2.3,1.6,2.6,1,-10%,12,778,·,·
Cc1ccc(NS(=O)(=O)c2cc(C(N)=O)ccc2C)cc1,i,12,0.27,-0.05,0.23,-0.68,i,0.9,-0.08,941,1.2,0.8,3.8,1.1,8%,0,736,-5.4,1287
CCOC(=O)C1=NOC(CNC(=O)c2ccccc2Cl)C1 (stereo not drawn),i,42,0.51,-0.2,0.11,-0.26,i,0.2,-0.11,1271,2.0,2.6,6.1,1.1,-8%,4,676,-1.9,1074
Cc1[nH]nc(N=Cc2c(O)n(C)c(=O)n(C)c2=O)c1-c1ccccc1,i,22,·,·,·,·,·,·,-0.25,1271,·,·,·,1,-21%,·,·,-9.3,895
Cc1ccc(OCC(=O)O/N=C(\N)c2ccccn2)cc1,i,56,2.5,-0.18,1.3,-1.2,i,0.2,0.1,1701,1.8,1.7,8.9,1.1,14%,12,694,-0.1,946
CCOC(=O)C1(CC2CCCCO2)CCN(Cc2c(C)cc(C)cc2-n2cccn2)CC1 (stereo not drawn),i,36,-1.1,-0.28,-0.75,1.4,i,0.0,0.05,1388,3.6,1.9,1.3,1.1,8%,-13,768,-1.8,1018
COc1cc(C(=O)NCC(=O)OCC(=O)Nc2ncc(Cl)cc2Cl)cc(OC)c1OC,i,63,1.1,-0.32,0.17,-0.44,i,0.1,-0.44,1188,6.0,1.2,7.5,1,-7%,7,663,0.9,1095
Cc1nc2ccccc2nc1NS(=O)(=O)c1ccc(N)cc1,i,7,1,-0.23,0.25,0.5,i,0.7,0.61,1443,·,·,·,·,·,3,805,-0.8,1014
CC1=C(C(=O)OCCc2ccccc2)C(c2ccsc2)NC(=O)N1C (stereo not drawn),i,57,-0.91,-0.32,-0.77,0.85,i,0.1,-0.36,1050,1.8,2.5,5.7,1.1,-2%,0,755,·,·
COC(=O)c1c(C)cc(C)n2c1nc1ccccc12,i,49,0.27,-0.073,0.71,-1.7,i,0.4,0.55,1327,4.7,3.4,9.2,0.9,3%,·,·,-0.1,767
O=C1C=C(NCC2CCCO2)C2(CCCCC2)O1 (stereo not drawn),i,12,0.15,-0.33,0.15,0.24,i,0.3,-0.59,1444,3.9,2.7,4.7,1.2,-10%,·,·,-0.7,1435
CCCCCCCCCCCNC(=O)c1ccoc1C,i,28,-2.7,1,-1.4,-2.7,i,0.7,·,·,3.1,2.9,4.8,1,2%,9,737,-2.3,1171

# In the list so far, 3 have a furan ring, fused or not.
SMILES,T cell modulator,T cell modulator vesicle-bound %,Dynein transport,Dynein transport cytoplasmic EGFP,Dynein transport nuclear GR-EGFP,Dynein transport cell count,Myeloid diff MLP,Myeloid diff MLP GFP+ MAC1+ %,Insulin prom up,Insulin prom up cell count,MT stabilizer,MT stabilizer Hoechst-high %,MT stabilizer cytotoxicity %,TNAP activation fold,human PMI inhibition,Lipid droplet,Lipid droplet cells 6.5 µM,b-catenin transl,b-catenin transl cell count 5 µM
Cc1nnc(NC(=O)c2ccc(-c3cccc(C(F)(F)F)c3)o2)s1,i,40,-0.35,-0.29,-0.26,-0.16,i,1.2,-0.82,1200,1.4,1.6,26,1.1,-4%,-27,708,-0.2,1239
O=C(Nc1ccccc1)N1CCC(C(=O)N(Cc2ccco2)Cc2cccs2)CC1,i,19,0.27,-0.22,0.23,0.42,i,1.3,0.8,1119,2.5,2.0,5.7,1.2,14%,·,·,-2.2,932
CCCCCCCCCCCNC(=O)c1ccoc1C,i,28,-2.7,1,-1.4,-2.7,i,0.7,·,·,3.1,2.9,4.8,1,2%,9,737,-2.3,1171
